Bioassay records from PubChem.
NCOA2 inhibitor – human SRC2 (NCOA2) inhibition; HEK293 GAL4-SRC2 luciferase reporter, luminescence; inhibition, % at 9 µM; actives 0.17% (n = 370,000); AID 651957;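 active = inhibition above the mean inhibition of all tested compounds plus 3 SD, set per campaign, cut at about 52% in these data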;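 also: 0% = DMSO treated cells and 100% = cells given Gossypol at 36 µM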
CF NFkB inh – blocks PAF-induced NF-kB reporter in cystic fibrosis cells; KKLEB NF-kB-GFP reporter, GFP fluorescence overnight; inhibition, % at 5 µM; actives 0.86% (n = 360,000);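 active = at least 50% inhibition at 5 µM, scaled per plate between neutral and stimulator controls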;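 also: PAF is a Pseudomonas aeruginosa culture filtrate used as stimulus; plate controls were PAF-stimulated DMSO wells for no effect and unstimulated DMSO wells for full effect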
LRH-1 inv ag – NR5A2 inverse agonism in reporter assay. AID 602396. HEK293T StAR-luciferase reporter, LRH-1 transfected, 24 h. inhibition, % at 3.6 µM. actives 0.13% (n = 360,000). O00482;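 active = inhibition above the mean inhibition of all tested compounds plus 3 SD, cut at about 73% in these data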;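 also: 0% = DMSO wells and 100% = reporter-only cells lacking LRH-1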
C8 TRAIL sens – caspase-8 TRAIL sensitization; actives 1% (n = 360,000); AID 624354; NB7+C8 cells + TRAIL, ATPlite viability luminescence; inhibition (viability loss, TRAIL sensitization), % at 10 µM;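 active = compounds causing at least 50% loss of cell viability in the single-dose screen, relative to plate controls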
TWEAK-Fn14 inh – TWEAK-Fn14 signaling inhibition. TWEAK-stimulated Fn14 reporter cells, luciferase luminescence, 8 h. inhibition, % at 10 µM. actives 2% (n = 360,000); in the data active = inhibition above about 50%
SRC1 inh – inhibits human SRC1 coactivator; Q15788; HEK293 GAL4-SRC1 luciferase reporter, luminescence; inhibition, % at 3.6 µM; actives 0.12% (n = 360,000); AID 588354;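 active = inhibition above the campaign mean plus 3 SD, with each screening campaign given its own cutoff, cut at about 60% in these data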;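 also: 0% = DMSO treated cells and 100% = gossypol at 36 µM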
TROY NFkB inh – blocks TROY-dependent signaling in reporter cells | actives 0.98% (n = 360,000) | Q293 LMP1-TROYcd NF-kB luciferase reporter, 4 h | inhibition, % at 10 µM | AID 1347056;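 active = compounds whose plate-normalised and pattern-corrected inhibition of the luciferase reporter signal at the single screening dose is 50% or more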
LMP1 NFkB inh – inhibitors of Epstein-Barr LMP1-induced NF-kappaB reporter | LMP1-induced NF-kappaB luciferase reporter cells, luminescence | inhibition, % at 12.5 µM | actives 0.69% (n = 350,000) | AID 504558; in the data active = inhibition above about 41%;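 also: 0% = neutral control wells and 100% = reference inhibitor control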
NCOA3 inh – human NCOA3 inhibition | Q9Y6Q9 | HEK293 GAL4-SRC3 luciferase reporter, luminescence | inhibition, % at 3.6 µM | actives 0.17% (n = 360,000);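 active = inhibition above a per-campaign cutoff, the mean of all compounds plus 3 SD, cut at about 60% in these data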;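 also: 0% = DMSO-treated cells and 100% = gossypol-treated cells at 36 µM; higher means less SRC3-driven luciferase light from the GAL4 reporter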
KKLEB cytotox – reduces viability of KKLEB cystic fibrosis airway cells; KKLEB CF airway cells viability, ATPlite luminescence, overnight; stronger effect = lower value; cells stimulated with P. aeruginosa culture filtrate; actives 0.36% (n = 360,000); activity change (cytotoxicity), % at 5 µM;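 active = corrected activity change at or below -50% at 5 µM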
NR2F2 inh – inhibitors of human COUP-TFII (NR2F2); HEK293T NGFI-A luciferase reporter, luminescence; actives 0.7% (n = 370,000); P24468; inhibition, % at 8.6 µM;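 active = inhibition above a per-plate cutoff, mean inhibition of test wells between control levels plus 3 SD, cut at about 38% in these data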;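 also: cells cotransfected with COUP-TFII expression vector driving the NGFI-A reporter; 0% = median of COUP-TF2 test wells and 100% = reporter-only cells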
Starred values were filed as active, the others as inactive.

Each structure is followed by: NCOA2 inhibitor	CF NFkB inh	LRH-1 inv ag	C8 TRAIL sens	TWEAK-Fn14 inh	SRC1 inh	TROY NFkB inh	LMP1 NFkB inh	NCOA3 inh	KKLEB cytotox	NR2F2 inh
1: COc1cccc(/C=N/NC(=S)NCCc2ccccc2)c1OC
 : 10	11	-2	-10	-21	-25	-16	-5	11	6	15
2: C[C@@H](O)[C@H]1O[C@]2(C)CCC[C@H]1O2
 : 3	5	-5	-3	5	-6	1	-15	-18	-2	-7
3: CCOc1ccc(CCNC(=O)COC(=O)CCc2cc(OC)c(OC)c(OC)c2)cc1OCC
 : -16	4	44	3	-25	-13	-15	-4	0	9	-16
4: Cn1nc(SCC(=O)O)sc1=S
 : 15	-2	-7	9	4	-11	-16	-10	3	4	9
5: O=C(c1cccc(S(=O)(=O)N2CCN(c3ccc(F)cc3)CC2)c1)N1CCCCCCC1
 : -9	14	13	-1	11	-11	17	0	3	2	-3
6: CCOC(=O)N1CCN(C(=O)C2CC(=O)N(c3ccc(OC)cc3)C2c2ccc(OC)cc2)CC1 (stereo not drawn)
 : 8	-18	-6	-13	7	3	-11	-7	5	-6	-6
7: C=CCNC(=S)N/N=C/c1ccc(C)s1
 : -15	-13	-23	17	-4	-14	-75	7	-12	10	-6
8: CCC(C)(C)NC(=O)C(c1cccn1C)N(C(=O)Cn1nnc2ccccc21)c1ccccc1OC (stereo not drawn)
 : -14	9	10	8	10	-1	3	6	7	9	6
9: CC(=O)Nc1cc(C(=O)OCC(=O)c2ccccc2)ccc1C
 : -49	1	-121	3	42	-79	3	-18	-77	-8	-31
10: CSc1ccc(S(=O)(=O)N2CCC(C(=O)NCCN3CCOCC3)CC2)cc1
 : -11	6	-7	-14	1	-10	0	-10	8	0	-13
11: COc1ccc(NS(=O)(=O)c2cc(NC(=O)CCNC(=O)c3ccco3)ccc2OC)cc1
 : 14	9	17	-3	-3	-11	-14	1	-2	2	1
12: Cc1c(N=Cc2ccc(Br)s2)cccc1[N+](=O)[O-]
 : -11	11	-1	3	2	-12	2	-7	8	-9	-6
13: CCOc1ccc(Cc2nnc(SCC(=O)Nc3ccc(C(C)=O)cc3)[nH]c2=O)cc1
 : 22	17	49	0	-1	-8	-1	-2	-9	-12	-18
14: COc1ccc(C2=NOC(C)(c3nnc(-c4ccc(F)cc4)o3)C2)cc1 (stereo not drawn)
 : -29	1	-19	0	-30	1	-10	1	-23	-3	1
15: CSC1=N/C(=C\c2ccc(C)s2)C(=O)S1
 : -13	4	6	-8	19	-13	-10	5	4	-6	6
16: CCCCCCc1cc2cc(C(=O)Nc3ccc(OC)cc3)c(=O)oc2cc1O
 : 10	52*	-28	51*	49	-10	9	29	5	-57*	-4
17: Cc1ccc(C)c(N2CCN(CC3CC=CCC3)CC2)c1 (stereo not drawn)
 : 1	-10	0	10	26	-1	-4	5	-17	-5	5
18: O=C(COC(=O)C1=COCCO1)Nc1cccc(S(=O)(=O)N2CCOCC2)c1
 : 3	-5	16	25	0	10	26	1	19	-4	-8
19: O=C(c1cn(-c2ccccc2)nc1-c1ccc(Cl)cc1)N1CCOCC1
 : -5	13	15	-4	-16	1	-2	5	11	-8	-2
20: OCC[C@H]1C[C@H](O)[C@@H](O)[C@]2(OCc3ccccc32)O1
 : -3	-14	-14	-8	-2	-7	-13	-7	12	8	-1
21: CC(N=Cc1nc(-c2ccccc2)oc1O)c1ccccc1 (stereo not drawn)
 : -28	-6	-18	23	23	-36	-37	3	-11	5	-6
22: O=C(NCc1ccncc1)C(=O)Nc1nccs1
 : -17	0	19	5	-1	16	8	5	6	-16	12
23: O=C(NOC(=O)c1c(F)cccc1Cl)c1ccc(Cl)c(Cl)c1
 : -4	-13	-9	2	4	5	-31	30	-11	6	-2
24: COCc1cc(CN2CCN(CCc3ccccc3)C(CCO)C2)ccc1OC (stereo not drawn)
 : -23	-4	-1	-8	2	-20	10	6	-4	8	-10
25: Cc1cc(Cl)ccc1OC(C)c1nnc(N)s1 (stereo not drawn)
 : -3	-19	2	9	-3	-2	4	5	9	10	-5
26: CC(C)(C)Cc1nnc(NC(=O)c2ccco2)s1
 : -49	14	-39	-6	-4	-20	-29	-12	-56	10	-21
27: O=C(CCn1c(=O)oc2ccc(Cl)cc21)N1CCN(Cc2ccccc2)CC1
 : -7	-11	-4	-9	-1	-14	15	5	7	16	14
28: CN(C)CCCn1c(SCc2c(Cl)cccc2Cl)nnc1-c1ccncc1
 : -23	8	10	6	-15	-3	-3	-2	-2	-8	0
29: Cc1ccc(C)c(OCC(=O)Nc2ccc(N3CCOCC3)cc2N2CCOCC2)c1
 : 16	4	4	-5	-5	-1	1	2	1	-11	12
30: COC(=O)c1cnn(C(=O)c2ccccc2Br)c1N
 : -6	4	1	-12	19	-11	-1	-6	8	-11	-3

Rewritten with one line to a screen: entries from further up.
2) C[C@@H](O)[C@H]1O[C@]2(C)CCC[C@H]1O2
3) CCOc1ccc(CCNC(=O)COC(=O)CCc2cc(OC)c(OC)c(OC)c2)cc1OCC
entry no.	2	3
NCOA2 inhibitor	3	-16
CF NFkB inh	5	4
LRH-1 inv ag	-5	44
C8 TRAIL sens	-3	3
TWEAK-Fn14 inh	5	-25
SRC1 inh	-6	-13
TROY NFkB inh	1	-15
LMP1 NFkB inh	-15	-4
NCOA3 inh	-18	0
KKLEB cytotox	-2	9
NR2F2 inh	-7	-16

Laid out differently: 5 of the compounds above.
item	SMILES	NCOA2 inhibitor	CF NFkB inh	LRH-1 inv ag	C8 TRAIL sens	TWEAK-Fn14 inh	SRC1 inh	TROY NFkB inh	LMP1 NFkB inh	NCOA3 inh	KKLEB cytotox	NR2F2 inh
17	Cc1ccc(C)c(N2CCN(CC3CC=CCC3)CC2)c1 (stereo not drawn)	1	-10	0	10	26	-1	-4	5	-17	-5	5
18	O=C(COC(=O)C1=COCCO1)Nc1cccc(S(=O)(=O)N2CCOCC2)c1	3	-5	16	25	0	10	26	1	19	-4	-8
19	O=C(c1cn(-c2ccccc2)nc1-c1ccc(Cl)cc1)N1CCOCC1	-5	13	15	-4	-16	1	-2	5	11	-8	-2
20	OCC[C@H]1C[C@H](O)[C@@H](O)[C@]2(OCc3ccccc32)O1	-3	-14	-14	-8	-2	-7	-13	-7	12	8	-1
21	CC(N=Cc1nc(-c2ccccc2)oc1O)c1ccccc1 (stereo not drawn)	-28	-6	-18	23	23	-36	-37	3	-11	5	-6

Further entries.
Each structure is followed by: NCOA2 inhibitor	CF NFkB inh	LRH-1 inv ag	C8 TRAIL sens	TWEAK-Fn14 inh	SRC1 inh	TROY NFkB inh	LMP1 NFkB inh	NCOA3 inh	KKLEB cytotox	NR2F2 inh
31: CCOC(=O)c1csc(-c2snnc2C)n1
 : -40	4	-25	-8	0	-43	-10	-4	3	-12	0
32: Clc1ccc(N(CC2CO2)CC2CO2)cc1 (stereo not drawn)
 : -26	22	-22	-1	-13	-10	-8	1	-7	-8	-1
33: Cc1cc(/C=C2/SC(=O)N(CC(=O)N3CCOCC3)C2=O)c(C)n1-c1ccccc1F
 : -16	-6	15	3	-20	-3	-19	-8	27	4	-12
34: CCn1c(=O)c2cc(S(=O)(=O)NCCOc3ccccc3)ccc2n(CC)c1=O
 : 2	-8	-13	25	-10	2	-7	-4	-7	7	2
35: COc1ccc(NC(=O)c2cc(S(=O)(=O)N3CCS(=O)(=O)CC3)ccc2Cl)cc1
 : -26	4	13	-17	-14	-52	2	-5	1	-1	18
36: CCCC1NC(=O)c2cc3ccccc3cc2-n2c1nc1cc(F)ccc1c2=O (stereo not drawn)
 : -5	5	3	4	13	-3	4	9	-6	-3	-12
37: Cc1ccc(C(=O)Nn2c(N)c(S(=O)(=O)c3ccc(C)cc3)c3nc4ccccc4nc32)cc1
 : 7	26	3	-1	23	12	7	-3	-10	-7	-10
38: CCOC(=O)C1CCN(C(=O)CCc2c(C)nc3c(-c4ccc(F)cc4)c(C)nn3c2C)CC1
 : -1	20	-7	-12	7	-3	8	-1	6	-18	-2
39: COc1cc(C(=S)N2CCOCC2)ccc1OC(=O)c1cc([N+](=O)[O-])c(C)c([N+](=O)[O-])c1
 : -3	5	9	-3	19	-9	13	-1	12	-2	3
40: Cc1cc(C)c(O)c(CN(C)Cc2cc(Cl)cc(Cl)c2O)c1
 : 2	60*	18	11	14	-4	47	7	-6	-27	0
41: N=c1n(CC(=O)c2ccc([N+](=O)[O-])cc2)c2ccccc2n1Cc1ccccc1
 : -3	3	0	15	2	-8	-5	-38	-5	-31	-1
42: CCOc1ccc(-c2c(=O)n(OCC)c3ccccc3[n+]2[O-])cc1
 : -40	18	-56	-2	-33	-34	-38	-2	-52	-16	2
43: O=S(=O)(CCc1nc2ccccc2o1)c1ccc2ccccc2c1
 : 3	-3	-4	1	-13	-21	12	-2	7	-4	-12
44: C/C(=N\NC(=O)Cc1ccc(O)cc1)c1cccnc1
 : 7	-17	-35	-8	1	-21	0	3	-26	9	-18
45: CS(=O)(=O)N(CCc1ccccc1)CC(=O)N1CCCC1
 : 15	-6	1	-2	-48	-16	3	-4	2	2	-4
46: O=C(CN1CCN(c2ccc(F)cc2)CC1)N1CCOCC1
 : -1	3	-1	1	6	9	9	-13	10	-8	3
47: Cc1cc(Cl)c(S(=O)(=O)N2CC(C)OC(C)C2)cc1OCC(N)=O (stereo not drawn)
 : 11	-10	10	-6	-5	-14	-2	1	10	5	-2
48: CCOc1ccccc1/C=C(/C#N)C(N)=O
 : -23	6	-2	-4	8	-11	-1	0	-8	-25	0
49: NC(=O)COC(=O)c1ccccc1OCc1ccc(Cl)cc1
 : 12	5	-4	3	-14	-2	-12	-1	4	-2	-11
50: Nc1nonc1-n1nnc(C(=O)N/N=C/c2cc(Br)ccc2O)c1CSC1=NCCS1
 : -22	14	26	46	3	42	1	20	46	-14	-5
51: COc1ccc(CCNC(=O)Cn2c(=O)oc3cc(Cl)ccc32)cc1OC
 : -5	-2	1	-6	-28	-27	7	5	0	10	-1
52: Cc1oc2c(CN3CCCCC3)c(O)ccc2c(=O)c1-c1ccc(Cl)cc1
 : 0	7	-12	4	8	22	6	-6	7	-6	25
53: COc1ccc(N2CCN(C(=O)c3ccc4c(=O)n(CC5CCCO5)c(=O)[nH]c4c3)CC2)cc1 (stereo not drawn)
 : 6	-2	15	-11	12	11	12	5	5	5	-4

3 entries out of the list, ordered by SMILES length, descending.
Each structure is followed by: NCOA2 inhibitor	CF NFkB inh	LRH-1 inv ag	C8 TRAIL sens	TWEAK-Fn14 inh	SRC1 inh	TROY NFkB inh	LMP1 NFkB inh	NCOA3 inh	KKLEB cytotox	NR2F2 inh
41: N=c1n(CC(=O)c2ccc([N+](=O)[O-])cc2)c2ccccc2n1Cc1ccccc1
 : -3	3	0	15	2	-8	-5	-38	-5	-31	-1
43: O=S(=O)(CCc1nc2ccccc2o1)c1ccc2ccccc2c1
 : 3	-3	-4	1	-13	-21	12	-2	7	-4	-12
44: C/C(=N\NC(=O)Cc1ccc(O)cc1)c1cccnc1
 : 7	-17	-35	-8	1	-21	0	3	-26	9	-18
